High-throughput results from PubChem BioAssay.
Eya2 inh – qHTS Assay for Inhibitors of the Phosphatase Activity of Eya2; AID 488837, 2010; 330,000 compounds, 0.006% hits; Potency, µM (top dose mostly 76.9 µM), without a hit: at the highest dose activity, negative = inhibition, usual class: inhibitors; Protein phosphatase EYA2 (Homo sapiens), O00167; recombinant Eya2, OMFP fluorescence dephosphorylation (OMFP is methylfluorescein phosphate); also: potency is read from the fitted curve at half-maximal effect; % is scaled to controls: 0 for no effect and ±100 for the full control effect
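Eya2 protein (added as 0.2 uM solution) was preincubated with compound for 10 min at ambient temperature in 50 mM HEPES pH 7.5, 50 mM NaCl, 5 uM MgCl2, 0.05% BSA, 1 mM DTT. OMFP (added at 50 uM) then reacted 10 min; fluorescence read at 485/525 nm.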
S-ASM inh – Inhibitors of Secretory Acid Sphingomyelinase (S-ASM): qHTS | Sphingomyelin phosphodiesterase (Homo sapiens), P17405 | Potency, µM (doses to about 57.5 µM), without a hit: top-dose activity change, negative = inhibition, hits mostly inhibitors | placental ASM, HMU-PC fluorogenic substrate, 60 min | 340,000 compounds, 0.006% hits; also: potency is read from the fitted curve at half-maximal effect
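Fluorogenic HMU-PC substrate (9 uM final) is turned over by placental ASM in 60 min at 37 C after a 10 min compound preincubation. Reaction ended by alkaline stop (pH 10), with fluorescence read at 386/447 nm.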
GALK inhibitor – qHTS Assay for Inhibitors of Human Galactokinase (GALK); 270,000 compounds, 0.007% hits; Potency, µM (series often up to 57.5 µM), inactives show at the top dose activity change, negative = inhibition, actives largely listed as inhibitors; Purified GALK, Kinase-Glo residual ATP luminescence; AID 1868, 2009; also: potency is read from the fitted curve at half-maximal effect; % is scaled to controls: 0 for no effect and ±100 for the full control effect
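Compounds were pin-transferred into ATP buffer (35 uM final), then GALK plus galactose (5 nM, 100 uM final) was added. After 1 h at room temperature, Kinase-Glo Plus was added and luminescence read after 10 min.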
BCR signal inh – qHTS Assay to Find Inhibitors of Chronic Active B-Cell Receptor Signaling. ABC-DLBCL IkBa-CBG/CBR reporter, luminescence ratio, 4 h. Potency, µM (series often up to 46.1 µM), inactives show at the top dose ratio change, negative = lower green/red ratio, usual class: inhibitors. 340,000 compounds, 0.05% hits; active = well fitted inhibition curve with a large enough effect in the signal ratio, with a control signal flat, not every such curve was filed as active; inconclusive = small, poorly fitted or top-dose-only effect, or effect the other way, or a change in a side signal; the % refers to the signal ratio;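 also: potency is read from the fitted curve at half-maximal effect; plate controls were basal doxycycline-induced cells for no effect and cells given 10 µM MG132 for full effect; MG132 reads +100%, hits lower the ratio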
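TMD8 ABC-DLBCL cells carrying doxycycline-inducible green luciferase fused to IkappaBalpha plus unfused red luciferase were exposed to compounds (up to 46 uM) for 4 hrs at 37C. Activity came from the overlap-corrected green/red luminescence ratio.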
hERG WT inh – qHTS for Inhibitors of KCHN2 3.1: Wildtype qHTS. Voltage-gated inwardly rectifying potassium channel KCNH2 (Homo sapiens), Q12809. U2OS, BacMam KCNH2, thallium flux FluxOr; stronger effect = lower value. activity change, % at 1.84 µM. 340,000 compounds, 0.37% hits;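 active = maximum activity change below -70%; inconclusive = maximum activity change between -70% and -50%; inactive = maximum activity change above -50%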; also: % is scaled to controls: 0 for no effect and ±100 for the full control effect
Target sequence (Q12809 whole entry, looked up): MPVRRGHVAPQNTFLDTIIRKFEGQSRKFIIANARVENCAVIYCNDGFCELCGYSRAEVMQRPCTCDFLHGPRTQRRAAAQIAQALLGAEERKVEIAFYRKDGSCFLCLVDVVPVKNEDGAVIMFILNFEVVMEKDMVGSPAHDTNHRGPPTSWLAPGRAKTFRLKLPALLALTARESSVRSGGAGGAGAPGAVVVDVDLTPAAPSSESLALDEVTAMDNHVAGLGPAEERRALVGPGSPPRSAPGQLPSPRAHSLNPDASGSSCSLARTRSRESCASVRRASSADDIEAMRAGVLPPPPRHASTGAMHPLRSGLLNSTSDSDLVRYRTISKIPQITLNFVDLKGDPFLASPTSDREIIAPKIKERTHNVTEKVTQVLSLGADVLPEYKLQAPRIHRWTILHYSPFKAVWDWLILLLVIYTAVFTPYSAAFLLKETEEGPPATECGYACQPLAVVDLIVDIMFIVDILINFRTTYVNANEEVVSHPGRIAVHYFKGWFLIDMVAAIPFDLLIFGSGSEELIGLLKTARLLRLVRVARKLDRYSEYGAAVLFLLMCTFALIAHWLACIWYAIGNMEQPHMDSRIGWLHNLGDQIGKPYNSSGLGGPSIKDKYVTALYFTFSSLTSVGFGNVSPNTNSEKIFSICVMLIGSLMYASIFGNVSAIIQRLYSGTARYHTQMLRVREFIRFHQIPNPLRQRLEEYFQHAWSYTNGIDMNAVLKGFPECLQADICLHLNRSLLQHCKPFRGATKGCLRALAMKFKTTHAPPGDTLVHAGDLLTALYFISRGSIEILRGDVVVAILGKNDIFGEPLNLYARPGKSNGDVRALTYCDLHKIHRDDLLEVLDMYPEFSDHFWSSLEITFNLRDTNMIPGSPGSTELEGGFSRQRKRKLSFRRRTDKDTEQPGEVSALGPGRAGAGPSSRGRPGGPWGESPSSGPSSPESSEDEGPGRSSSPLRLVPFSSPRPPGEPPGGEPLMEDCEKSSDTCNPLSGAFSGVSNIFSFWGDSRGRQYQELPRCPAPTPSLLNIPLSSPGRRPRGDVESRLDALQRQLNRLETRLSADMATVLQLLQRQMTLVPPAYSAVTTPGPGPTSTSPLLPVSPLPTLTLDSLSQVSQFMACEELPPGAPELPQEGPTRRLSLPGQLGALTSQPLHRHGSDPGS
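U2OS cells were transduced with wild-type KCNH2 virus (2.03 x 10^8 / mL) for 4 h at room temperature, then cultured overnight at 37 C. Thallium flux was read with FluxOr dye. Rate constants were normalized to DMSO controls.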
TSHR antag – Antagonists of the Thyroid Stimulating Hormone Receptor: HTS campaign; 330,000 compounds, 0.2% hits; AID 504810, 2011; TSHR-expressing cells, TSH-stimulated cAMP HTRF, 2 h; stronger effect = lower value; Thyrotropin receptor (Homo sapiens), P16473; activity change, negative = inhibition, % at 11.5 µM;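 active = activity change below a set negative limit, meaning inhibition stronger than a set level, cut at about -70% in these data; inconclusive = activity change between two set negative limits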; also: % is scaled to controls: 0 for no effect and ±100 for the full control effect
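TSHR-expressing cells were treated with compounds, then stimulated with TSH at EC80 (4nM final) for 2 hours at 37 deg C. Cellular cAMP was measured by HTRF competition between lysate cAMP and cAMP-d2 for a cryptate-labelled anti-cAMP antibody.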
PKM2 act – qHTS Assay for Activators of Human Muscle isoform 2 Pyruvate Kinase | Pyruvate kinase PKM (Homo sapiens), P14618 | purified PKM2, Kinase-Glo ATP luminescence, activation; response scale: 0% is enzyme alone, no compound | Potency, µM (doses to about 57.5 µM), for inactives: at the highest dose activation, hits mostly activators | 260,000 compounds, 0.34% hits | AID 1631, 2009; also: potency is read from the fitted curve at half-maximal effect; % is scaled to controls: 0 for no effect and ±100 for the full control effect; nearly all actives have a fitted effect of over 55% in size
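Kinase-Glo luminescence reports ATP generated from ADP (0.1 mM) and PEP (0.5 mM) by purified hPK-M2 after 1 h at room temperature, pH 7.2 imidazole buffer; intermediate enzyme activity allows detecting inhibitors and activators.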
USP2a inh – qHTS Assay for Inhibitors of Ubiquitin-specific Protease USP2a Using CHOP2 as the Reporter; Ubiquitin carboxyl-terminal hydrolase 2 (Homo sapiens), O75604; USP2 core, Ub-CHOP2 coupled fluorogenic reporter, 485/531; Potency, µM (series often up to 38.3 µM), without a hit: at the top dose activity change, negative = inhibition, hits mostly inhibitors; 330,000 compounds, 0.01% hits; AID 463254, 2010;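 also: potency is read from the fitted curve at half-maximal effect; plate controls were DMSO wells for no effect and full inhibition by NEM control for full effect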
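USP2 core (10nM final) preincubated 30min RT with compound in 20mM Tris-HCl pH 8.0, 2mM CaCl2, 2mM beta-mercaptoethanol, 0.05% CHAPS; 25nM Ub-CHOP2 plus 25nM reporter substrate added, fluorescence (Ex485/Em531) read after 60min.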
MBNL1-CUG inh – qHTS Assay for Inhibitors of MBNL1-poly(CUG) RNA binding. Muscleblind-like protein 1 (Homo sapiens), Q9NR56. TR-FRET MBNL1-His/biotin-(CUG)12 binding, 665/545 ratio. Potency, µM (titrated, usually from 57.5 µM), for the others: top-dose activity change, negative = inhibition, most hits filed as inhibitors. 280,000 compounds, 0.036% hits. AID 2675, 2010; active = well fitted inhibition curve with a large enough effect in the signal ratio, with a control signal flat, not every such curve was filed as active; inconclusive = small, poorly fitted or top-dose-only effect, or effect the other way, or a change in a side signal; inactive = no such curve, though single readings can be large or run the other way; the % refers to the signal ratio; also: potency is read from the fitted curve at half-maximal effect; % is scaled to controls: 0 for no effect and ±100 for the full control effect
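Compound titration spanned 92 nM–58 uM against the MBNL1-His/biotin-(CUG)12 complex. After 60 min at room temperature with 5 nM streptavidin-XL665 and 0.055 ng/ul terbium anti-His, ratiometric 665/545 nm emission (Ex 340 nm) normalized to controls.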
Menin-MLL TR inh – qHTS Assay for Inhibitors Targeting the Menin-MLL Interaction in MLL Related Leukemias: Competition With Texas Red Labeled MLL-derived Mutant Peptide; O00255; Menin + Texas Red MLL mutant peptide, fluorescence polarization; Potency, µM (top dose mostly 61.6 µM), inactives show at the top dose FP activity change, negative = inhibition, actives largely listed as inhibitors; 270,000 compounds, 0.23% hits; AID 1768, 2009; active = well fitted inhibition curve with a large enough effect in the polarisation, with a control signal flat, not every such curve was filed as active; inconclusive = small, poorly fitted or top-dose-only effect, or effect the other way, or a change in a side signal; inactive = no such curve, though single readings can be large or run the other way; the % refers to the polarisation; also: potency is read from the fitted curve at half-maximal effect; % of control where 0% means no effect; many of its hits are not listed in these tables
Mito fusion yeast – qHTS Assay for Small Molecule Inhibitors of Mitochondrial Division or Activators of Mitochondrial Fusion; AID 485298, 2010; S. cerevisiae fusion-defective mutant growth rescue, CellTiterGlo 48 h; Potency, µM (series often up to 46.1 µM), without a hit: at the top dose growth rescue (activation), most hits filed as activators; 320,000 compounds, 0.23% hits;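 also: potency is read from the fitted curve at half-maximal effect; % of control where 0% means no effect; nearly all actives have a fitted effect of over 45% in size; temperature-sensitive fusion mutants such as fzo1-1 at 37 °C on non-fermentable ethanol glycerol medium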
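Compounds are tested for their ability to restore growth of mitochondrial fusion-defective yeast strains at non-permissive 37C in YPEG medium over 48 hours. Viability is quantified by luciferase luminescence.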
* = called active by the depositor; ? = inconclusive; nt = not tested or not shown; [ ] = dose if it differs, or a comment. Unless noted, calls follow the shape of the dose curve; as a rule, active = well fitted curve in the direction sought with a large enough effect; inconclusive = small, poorly fitted or top-dose-only effect, or another doubt; inactive = no such curve, though single readings can be large; an effect the other way counts as inactive or inconclusive.

SMILES	Eya2 inh	S-ASM inh	GALK inhibitor	BCR signal inh	hERG WT inh	TSHR antag	PKM2 act	USP2a inh	MBNL1-CUG inh	Menin-MLL TR inh	Mito fusion yeast
Cc1ccc(CSc2nc3c(c(N(C)C)n2)CCCC3)cc1	-25%	-6%	-3%	1%	-2	-15	-12%	-7%	?	-14%	-1%
CN1C(=O)C2(OCC(CO)([N+](=O)[O-])CO2)c2ccccc21 (stereo not drawn)	-2%	2%	nt	-7%	3	6	nt	1%	0%	-16%	-3%
O=C(O)C1CCN(c2ccc(Cl)nn2)CC1	9%	6%	11%	2%	13	-5	1%	1%	nt	-10%	0%
Cc1ccc(-n2c(C)cc(/C=N\NC(=O)CC(=O)NC(C)C)c2C)cc1	1%	-1%	1%	3%	0	9	0%	3%	0%	-8%	-2%
Cc1cc(C(=O)Nc2ccccc2C(=O)O)ccc1NC(=O)COc1cccc(C)c1C	3%	4%	-4%	?	-1	6	2%	3%	-7%	nt	1%
COc1cc(C2C(C(=O)/C=C/c3ccccc3)=C(O)C(=O)N2c2ccccn2)ccc1O (stereo not drawn)	7%	-6%	0%	17%	-3	-1	-1%	-1%	?	29%	-2%
CCN(CC)CCN1c2ccccc2Sc2ccccc21	-5%	1%	5%	?	32	0	-3%	0%	-1%	nt	-11%
CC(=O)Oc1cccc(N2C(=O)C3CC=CCC3C2=O)c1 (stereo not drawn)	4%	3%	-3%	3%	-5	5	-10%	2%	1%	nt	3%
Cc1ccc(S(=O)(=O)N2CCC(C(=O)NNC(=O)c3ccccc3O)CC2)cc1C	13%	1%	nt	8%	4	1	nt	-1%	nt	nt	3%
CCc1ccc(-c2cc(C(=O)N/N=C/c3ccccn3)[nH]n2)cc1	-10%	-4%	-1%	?	-14	-4	-2%	-7%	11%	20%	-9%
O=C(CSc1ncc(-c2ccc(F)cc2)n1Cc1ccco1)Nc1ccc2c(c1)OCO2	nt	-4%	4%	nt	5	nt	4%	nt	-5%	11%	29%
COc1ccc(Cl)cc1NC(=O)c1nnn(CC(=O)Nc2cc(C)cc(C)c2)c1N	-12%	-1%	-1%	4%	0	-4	4%[0.46 µM]	-10%	5%	?	-2%
CCOCCCNC(=O)C1CCCN(S(=O)(=O)c2cccc3nsnc23)C1 (stereo not drawn)	5%	-2%	-3%	2%	3	-29	1%	3%	?	?	-2%
CC(C)CO/C(=N/S(=O)(=O)c1ccccc1)c1ccccc1	6%	-1%	-1%	12%	-2	-5	-1%	0%	4%	0%	-4%
CN(CC1CCCN(CCc2ccc(Cl)cc2)C1)C(=O)CC(F)(F)F (stereo not drawn)	0%	2%	-2%	0%	23	4	-2%	0%	-1%	-16%	1%
CCOc1ccc2nc(N3CCCC(C(=O)NCCCN4C(C)CCCC4C)C3)sc2c1 (stereo not drawn)	5%	-1%	4%	-15%	9	-3	nt	-1%	-3%	nt	-2%
Cc1cccc(C)c1NC(=O)CNC(=O)C(C)N(C)CC(=O)Nc1ccc(F)cc1 (stereo not drawn)	23%	3%	nt	4%	-6	-2	nt	0%	nt	nt	1%
O=C(NCc1cccnc1)Nc1ccc(Cl)cc1Cl	7%	-2%	-2%	1%	-7	-2	nt	0%	-5%	nt	-9%
CC(C)(C)[C@H]1C=C(C(=O)NCc2nc3ccccc3[nH]2)O[C@@H](OCCCCO)C1	-4%	4%	1%	?	-2	-1	1%	0%	3%	-12%	5.6µM*
ON1C2CCCCC2N(O)C1c1ccccc1C(F)(F)F (stereo not drawn)	-7%	-2%	-1%	-14%	-8	-2	3%	1%	1%	0%	0%
COc1cccc(C(=O)N2CCN(C(=O)C3COc4ccccc4O3)CC2)c1 (stereo not drawn)	-1%	1%	-5%	2%	1	8	nt	4%	0%	nt	1%
COc1ccc(OC)c(/C=N/NC(=O)C(=O)N2CCCCCC2)c1	3%	nt	0%	-7%	7	-3	-3%	1%	15%	nt	2%
O=C(O)c1ccccc1NC(c1ccccc1)c1ccc(Cl)cc1 (stereo not drawn)	-6%	3%	nt	-6%	-6	-12	nt	3%	4%	?	-18%
Cc1ccc(NC(=O)c2ccc(Cl)nc2)cc1	?	8%	11%	12%	-8	-7	-2%	-1%	-5%	-1%	-6%
O=C(CSc1cccc(C(F)(F)F)c1)Nc1nnc(C2CC2)s1	2%	5%	nt	-3%	-1	-6	nt	2%	nt	nt	nt
Cc1cc(-c2nnc(SCCC(=O)Nc3ccccc3)o2)no1	-5%	-5%	-7%	-7%	-5	-3	3%	-2%	-3%	nt	1%
C=CCn1c2ccccc2c2nnc(SCCN3CCOCC3)nc21	?	-2%	4%	?	-3	-13	-2%	1%	?	-8%	2%
COc1ccc(C(=O)N(C)C2CCCCC2)cc1OC1CCN(C(C)C)CC1	-2%	-3%	1%	-2%	13	-6	2%	0%	1%	nt	3%
CC(=O)c1ccc(NC(=O)c2noc3c2CCCCC3)cc1	-16%	-1%	2%	?	4	-2	8%	-1%	6%	-27%	-4%
COc1ccc(C(=O)NC(=S)Nc2ccccc2N2CCCCC2)cc1[N+](=O)[O-]	0%	-14%	0%	?	6	8	-7%	0%	nt	1%	15%
COC(=O)C(CCSC)NC(=O)/C=C/c1ccc(OC)cc1 (stereo not drawn)	5%	5%	-2%	-14%	-6	-8	-20%	0%	9%	-8%	-2%
Cn1nnnc1SCc1ccc(C(=O)Nc2ccc(Br)cc2)cc1	-2%	-8%	-1%	17%	5	16	-2%	2%	-1%	nt	-1%
CC(C)c1ccc(OCC(=O)NC(Cc2c[nH]c3ccccc23)C(=O)O)cc1 (stereo not drawn)	0%	-1%	0%	6%	2	11	-12%	3%	2%	?	-2%
O=C(NC(=S)Nc1ccc(Cl)cc1Cl)C1CC1	5%	-2%	2%	2%	-17	-8	1%	-1%	-1%	29%	-5%
CC1Cc2ccccc2N1C(=O)c1ccc2nccnc2c1 (stereo not drawn)	14%	0%	0%	-2%	-13	7	-1%	3%	11%	nt	2%
O=[N+]([O-])c1cccc(S(=O)(=O)Nc2ccc(Cc3ccncc3)cc2)c1	18%	6%	-2%	?	7	-7	3%	1%	?	nt	1%
Cc1ccc(S(=O)(=O)NN)c(C)c1N1CCCC1=O	2%	-1%	1%	14%	4	24	-15%	2%	-11%	nt	-5%
O=C(CSCc1ccccc1)N=Nc1c(O)[nH]c2ccccc12	-6%	-1%	-4%	-19%	-3	-5	6%	5%	?	7%	-1%
O=C(NCc1ccccc1)c1ccc2c(=O)n(CC3CCCO3)c(=S)[nH]c2c1 (stereo not drawn)	-5%	-3%	0%	8%	-6	1	0%	0%	-5%	7%	-1%
CCOC(=O)C(NC(=O)CC)(Nc1ccc(S(=O)(=O)Nc2ncccn2)cc1)C(F)(F)F (stereo not drawn)	12%	4%	-1%	?	-9	-5	1%	-2%	7%	20%	-2%
Cc1cccc(CCNC(=O)C2CCN(S(=O)(=O)N3CCOCC3)CC2)c1	10%	1%	-4%	1%	0	2	nt	1%	-6%	nt	0%
CCN(CC)c1ccc(NC(=O)CN2CCN(CC(=O)Nc3ccc(F)cc3)CC2)cc1	-28%	2%	0%	-11%	-75*	6	6%	2%	1%	9%	-8%
Cc1ccc(NC(=S)N2CCN(C(=O)c3ccccc3)CC2)c(C)c1	12%	0%	8%	1%	nt	10	-1%	2%	1%	-3%	1%
N#Cc1ccc(N2CCN(C(=O)c3cccs3)CC2)c(F)c1	?	2%	-1%	2%	14	1	-3%[11.5 µM]	0%	-3%	2%	2%

Not all compounds are listed, so the mix of outcomes need not match the whole.
